Bioassay records: PubChem BioAssay, several laboratories
IDE inh – inhibits human insulin-degrading enzyme in HEK cells. P14735. 320,000 tested, 0.41% active. FAbetaB cleavage, fluorescence polarization. inhibition, % at 5.59 µM;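 active = percent inhibition above the average of all tested compounds plus 3 SD, set per screening campaign, cut at about 16% in these data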;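 also: IDE supplied by intact live HEK cells; FP after avidin binding of uncleaved biotin substrate so inhibition keeps polarization high; 0% = DMSO wells and 100% = 60 µM reference IDE inhibitor Ii1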
IMP-1 inhibitor – inhibitors of Pseudomonas aeruginosa IMP-1 metallo-beta-lactamase. purified IMP-1, nitrocefin hydrolysis, epi-absorbance fluorescence. inhibition, % at 5.6 µM. 290,000 tested, 0.45% active. AID 1556;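 active = inhibition above the mean plus 3 SD of all compounds in the same screening run, cut at about 4.5% in these data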;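 also: 0% = IMP-1 with DMSO and 100% = DMSO wells lacking enzyme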
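System: Purified recombinant IMP-1 metallo-beta-lactamase enzyme | Measured by: Fluorescence quenching readout, ex 480/em 530 nm | Replication: Singlicate | Incubation: 15 min preincubation plus 25 min reaction at 25 °C | Evaluation: Percent inhibition from optical density relative to buffer-blank wells | Benchmarks: DMSO with and without IMP-1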
NS3 helicase inh – inhibitors of Hepatitis C virus NS3 helicase | 290,000 tested, 0.56% active | inhibition, % at 10.9 µM | NS3 helicase DNA unwinding, Cy5 molecular beacon fluorescence;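 active = inhibition above the mean of all tested compounds plus 3 SD, set per campaign, cut at about 35% in these data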;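 also: 0% = DMSO wells and 100% = thioflavine S control wells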
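Control set: DMSO versus 110 µM thioflavine S; Material: NS3 helicase fragment of HCV; Measured by: Cy5 fluorescence at 0 and 60 min, beacon hairpin quenching; Read-out basis: percent inhibition from t60/t0 fluorescence ratio; Times: reaction time 60 min, 25 °C; Repeats: single replicate; Compound dosing: single dose, 10.9 µM nominal final, DMSO 0.8% final.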
UBC9 SUMO inh – blocks human SUMOylation mediated by UBC9; 290,000 tested, 0.36% active; HTRF SUMOylation assay, SAE1/SAE2 + UBC9, in vitro; AID 2006; P63279; inhibition, % at 35 µM; in the data active = inhibition above about 50%, passing the limit was not always enough; also: strong numbers were not always called active
FID counter – fluorescent intercalator displacement, NS3 helicase counter-screen; DNA fluorescent intercalator displacement, fluorescence; inhibition, % at 7.9 µM; 290,000 tested, 0.17% active; in the data active = inhibition above about 37%;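 also: 0% = vehicle and 100% = reference compound; higher means more ethidium bromide displaced from hairpin DNA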
VIM-2 inhibitor – blocks Pseudomonas aeruginosa VIM-2 metallo-beta-lactamase. inhibition, % at 5.6 µM. purified VIM-2, nitrocefin hydrolysis, epi-absorbance fluorescence. AID 1527. 290,000 tested, 0.89% active;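 active = inhibition above the mean of all tested compounds plus 3 SD, cutoff set per screening run, cut at about 7.5% in these data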;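 also: red hydrolysis product quenches plate fluorescence so inhibitors raise well fluorescence; 0% = enzyme with DMSO and 100% = DMSO without enzyme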
PfM18AAP inh – PfM18AAP enzyme inhibition. inhibition, % at 7.35 µM. 290,000 tested, 1.2% active. recombinant PfM18AAP, H-Glu-NHMec fluorogenic cleavage;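 active = inhibition above the campaign mean inhibition over all tested compounds plus 3 SD, cut at about 28% in these data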;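 also: 0% = plate median of test compound wells and 100% = 2 mM ZnCl2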
p-CIP stab down – lowers stability of the mouse p/CIP coactivator protein | Q05BA5 | F442A p/CIP-EGFP cells, EGFP fluorescence, 16 h | decrease of EGFP signal, % at 10 µM | 290,000 tested, 0.01% active | AID 1984;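 active = EGFP signal decrease of at least 30% at 10 µM or well 3 SD below plate mean, unless failing retest; inactive = the rest, including hits failing retest or dose response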; also: some compounds called inactive have numbers as strong as hits; many of its hits are not listed in these tables
IDE act – activators of human insulin-degrading enzyme in cells; P14735; HEK cells, FAbeta-B cleavage, fluorescence polarization; 0% vehicle, 100% cell-free pure enzyme wells; activation, % at 5.96 µM; 340,000 tested, 0.073% active; AID 493087;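 active = activation above the mean of all tested compounds plus 3 SD, set per screening campaign, cut at about 17% in these data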
Numbers without * were called inactive; x = not tested or not shown; & = joins results of further samples.

Compound	IMP-1 inhibitor	UBC9 SUMO inh	IDE inh	FID counter	p-CIP stab down	NS3 helicase inh	IDE act	VIM-2 inhibitor	PfM18AAP inh
COc1cccc(NC(=O)C(NCC(C)(C)CN(C)C)c2ccccc2)c1 (stereo not given)	-1.4	2	6	13	3	-2	5	-3.7	-2
CCOC(=O)c1cnc2ccc(C)cn2c1=O	4.0	-1	-2	-8	13	18	-2	0.4	8
O=C1CN=C(Nc2ccccc2Cl)N1Cc1ccc2c(c1)OCO2	-2.9	5	-4	-3	-7	7	5	-1.5	-1
CCN1C(=O)N(CC)C2NC(=S)NC21 (stereo not given)	-3.4	15	1	-1	-9	0	3	-2.9	1
CSCCC(NC(=O)/C(=C\c1ccc(Cl)cc1)NC(=O)c1ccccc1)C(=O)O (stereo not given)	0.2	-4	8	-34	-13	6	2	-1.8	-6
O=C(c1ccc(S(=O)(=O)N2CCOCC2)cc1)N(c1ccccc1)C1C=CS(=O)(=O)C1 (stereo not given)	-2.5	0	-1	-13	-5	-22	4	-3.5	-1
CC(=O)N(Cc1ccc(F)cc1)Cc1nc2ccccc2c(=O)[nH]1	-2.3	-5	0	-1	6	1	-2	-4.8	1
CCCCn1nc2cc(C(=O)NCc3ccco3)ccc2c1OCC	-1.3	2	-2	-12	-4	7	0	0.5	-8
CS(=O)(=O)N1N=C(c2cccs2)CC1c1ccccc1F (stereo not given)	-1.3	21	-3	-5	-16	12	-2	-2.0	1
CCn1ccc(C(=O)NCCCN2CCCC2=O)n1	-5.9	2	1	-5	-4	2	8	-6.7	1
O=C(COc1ccc(F)cc1F)Nc1cccnc1	-0.8	14	-1	-11	-1	6	3	0.1	-14
CC1(C)Cc2c(sc3c2c(=N)n(Cc2ccco2)c(=O)n3CC(=O)Nc2cccc(Cl)c2)CO1	-3.0	34	8	-13	1	7	-1	-1.8	-6
COc1ccc(C(=O)NCCc2ccccc2)cc1OC	-3.0	-1	1	-5	1	9	1	-1.1	13
CCOc1ccc(S(=O)(=O)NCCCN2CCCC2=O)cc1	-1.7	-4	2	-6	29	-2	-2	1.1	-2
O=C(NC1CCC(C(=O)O)CC1)OCc1ccccc1 (stereo not given)	0.3&-3.1	7&-2	-1&0	0&-5	-13&-2	-3&-3	0&4	1.1&-2.0	2&11
CCOC(=O)c1c(C)n(C)c2cc(-c3cccc(C(F)(F)F)c3)c(O)cc12	-2.1	12	-2	1	-6	7	6	-6.0	-4
COc1ccc(CNC(=O)CCCc2ccccc2)cc1	-0.7	4	2	-5	-9	15	3	-4.0	-11
COc1cccc(N/N=C(\C#N)S(=O)(=O)C(C)(C)C)c1	-4.8	-7	1	3	-1	3	x	-7.2	2
Cc1cccc(C)c1NC(=S)N1CCCN(Cc2ccc(F)cc2)C1	-2.9	10	-1	-2	16	-7	9	-2.0	-9
COc1ccc(/C=N/NC(=O)c2nn(-c3ccccc3)c(=O)c3c(N)scc23)cc1	-4.1	2	0	1	0	12	-2	-3.9	13
COCCn1c(SCC(=O)NC2CCCC2)nnc1-c1ccco1	0.7	-3	10	-13	-10	23	-1	-4.0	-2
CN(C(=O)Cn1nnc2ccccc2c1=O)C1CCCCC1	-2.5	8	1	-7	-12	1	2	-4.5	0
O=C(Nc1cnn(Cc2ccc(F)cc2)c1)c1cc(-c2cccs2)on1	-3.0	-5	-1	-15	0	7	-1	-3.0	-3
O=[N+]([O-])c1cccc(-n2nncc2-c2ccccc2)c1	-2.5	12	-5	1	0	7	1	-3.2	-4
Cc1n[nH]c(C)c1S(=O)(=O)N1CCCC(C(=O)NC2CCCc3ccccc32)C1 (stereo not given)	-4.0	20	6	-15	-26	7	4	-2.7	-5
COc1ccc(Br)cc1S(=O)(=O)n1ccnc1C	-2.6	-4	3	-4	-3	6	13	-4.2	-6
CCOc1c2ccc(C(=O)NCc3ccc4c(c3)OCO4)cc2nn1C	-2.1	14	8	-18	4	-6	4	0.6	1
CCC(NC(=S)NCc1ccccc1)C(=O)O (stereo not given)	-1.6	4	5	0	0	2	1	-1.4	-4
Nc1cn(C2OC(CO)C(O)C2O)c(=O)[nH]c1=O (stereo not given)	6.3*	8	x	-5	-4	0	0	-1.0	-2
O=C(NCc1ccncc1)Nc1cccc([N+](=O)[O-])c1	-1.6	25	8	9	8	5	6	-2.1	-12

A different layout for 5 compounds above.
The line under a structure holds: IMP-1 inhibitor, UBC9 SUMO inh, IDE inh, FID counter, p-CIP stab down, NS3 helicase inh, IDE act, VIM-2 inhibitor, PfM18AAP inh
COc1ccc(Br)cc1S(=O)(=O)n1ccnc1C
 : -2.6, -4, 3, -4, -3, 6, 13, -4.2, -6
O=C(COc1ccc(F)cc1F)Nc1cccnc1
 : -0.8, 14, -1, -11, -1, 6, 3, 0.1, -14
O=C1CN=C(Nc2ccccc2Cl)N1Cc1ccc2c(c1)OCO2
 : -2.9, 5, -4, -3, -7, 7, 5, -1.5, -1
Cc1cccc(C)c1NC(=S)N1CCCN(Cc2ccc(F)cc2)C1
 : -2.9, 10, -1, -2, 16, -7, 9, -2.0, -9
CCn1ccc(C(=O)NCCCN2CCCC2=O)n1
 : -5.9, 2, 1, -5, -4, 2, 8, -6.7, 1

(more compounds)
Compound	IMP-1 inhibitor	UBC9 SUMO inh	IDE inh	FID counter	p-CIP stab down	NS3 helicase inh	IDE act	VIM-2 inhibitor	PfM18AAP inh
CCN(CC)C(=O)Cn1cnc2sc(C(=O)Nc3cc(OC)c(OC)c(OC)c3)c(C)c2c1=O	-4.4	19	-2	-36	-3	2	1	-3.1	-10
CCC(C)Cn1c(C(C)C)nc2ccccc21 (stereo not given)	-2.9	16	1	-5	4	6	0	-1.4	-4
Cc1ccc(-c2nnc(SCC(=O)N/N=C/c3ccccc3C(=O)O)n2C2CCCCC2)cc1	-1.5	2	-5	-64	-4	11	2	-7.1	7
CCOC(=O)c1cn[nH]c1NC(=S)Nc1ccc(OC)cc1	-0.7	2	4	-3	4	10	2	-1.1	5
C=CCn1c(SCC(=O)Nc2ccccc2)nnc1-c1cccc(S(=O)(=O)N2CCOCC2)c1	-6.0	-6	-1	-31	-9	-1	-5	-1.6	-1
O=C(CSc1ccc2nnc(-c3ccccn3)n2n1)Nc1ccc(F)cc1F	-1.3	8	0	-10	6	9	5	-1.4	1
Cn1c(SCC(=O)Nc2cccnc2)nnc1-c1ccccc1F	-1.8	8	2	-8	-21	-9	5	-3.2	0
O=C(CN1CC(=O)Oc2ccccc21)OCC(=O)c1ccc(F)cc1	-1.0	25	6	-5	1	4	0	4.2	28
O=C(c1ccccc1-c1ccccc1)N1CCN(c2ccccn2)CC1	-1.8	5	-4	-26	6	0	-3	-1.8	-5
COc1cc(C(=O)NCCc2cn3ccc(C)cc3n2)cc(OC)c1OC	-4.0	20	1	-3	-6	-3	-2	-2.7	-3
O=C(NCc1ccccc1)C(c1ccccc1)N(C(=O)c1csnn1)C1CC1 (stereo not given)	-1.8	10	-2	-12	-3	11	7	1.6	-3
O=C(NC(Cc1ccccc1)C(=O)O)/C(=C/c1cccc(Br)c1)NC(=O)c1ccco1 (stereo not given)	-3.9	24	3	-31	-14	28	0	-4.6	-2
COc1cccc(CNc2ccc(F)c(Cl)c2)c1OC	-3.2	7	2	-2	-10	-3	-3	-3.7	-3
O=[N+]([O-])c1cccc(-c2noc(COc3ccccc3)n2)c1	-2.4	8	0	8	-4	3	2	-0.3	2
COc1ccc(N(C(=O)c2ccco2)C(C(=O)NC2CCCC2)c2ccccc2)cc1 (stereo not given)	-1.4	16	-2	-37	8	-6	-1	0.1	-5
CN1CCN(C(CNS(=O)(=O)c2cccs2)c2cccnc2)CC1 (stereo not given)	-2.2	7	1	-4	-9	-7	13	-5.0	6
O=C(CN1C2CCCC1CC(NC(=O)C1CCCCC1)C2)Nc1ccccc1C(F)(F)F (stereo not given)	-1.6	-7	0	-25	-21	-14	-2	-2.5	1
O=C(CSc1nnc(NC(=O)c2ccc(F)cc2)s1)NCc1ccco1	-1.3	9	-1	-7	-3	3	0	12*	2
CN1CCN(/N=C/c2ccc(N(C)c3ccccc3)cc2)CC1	-2.8	5	-1	0	-1	-5	1	-2.8	-5
O=C(Cc1ccc(Cl)c(Cl)c1)Nc1cccnc1	-2.2	4	-1	-5	-4	-6	4	-0.5	0
CCCCn1c(=N)n(CC(O)COc2cccc(C)c2)c2ccccc21 (stereo not given)	-3.1	7	0	32	-26	-73	-2	-1.9	1
O=C(c1ccc(Cl)c(Cl)c1)N1CCC(O)(CN2CCOCC2)CC1	-1.5	11	0	-6	-12	0	7	-3.0	2
O=C(COC(=O)/C=C/c1cccc(F)c1)Nc1ccccc1	-2.0	12	8	-6	-2	-7	2	-2.1	7
O=C(c1cc(F)c(F)cc1Cl)N1CCCCC1	-0.5	17	0	0	-2	4	2	-2.3	-4
CC(=O)Oc1cccc(C(=O)Nc2ccc(NC(=O)c3cccs3)cc2)c1	0.3	24	1	-10	-11	13	3	2.8	-16
CCCOc1ccc(C(=O)CCC(=O)OCC(=O)Nc2ccc(Oc3ccccc3)cc2)cc1	-1.2	-19	-6	-4	-9	-6	x	-3.8	-3
Cc1nc2ccc(C(=O)N(C)CC3CCCN(CCc4ccc(Cl)cc4)C3)cc2[nH]1 (stereo not given)	-1.7	-4	3	13	8	-4	-1	-5.2	3
Cc1ccccc1CC1(CO)CCCN(C(=O)c2ccc(F)cc2)C1 (stereo not given)	-2.1	16	-3	-21	-10	7	-3	-1.2	-10
Cc1cccc(-c2n[nH]c(=S)n2/N=C/c2ccco2)c1	-2.0	25	4	-8	-8	-2	-6	1.4	-4
Cc1occc1C(=O)NCCCc1ccccc1	-3.7	20	6	-15	-4	11	0	-2.1	-17

2 of these compounds, set out differently.
CCN(CC)C(=O)Cn1cnc2sc(C(=O)Nc3cc(OC)c(OC)c(OC)c3)c(C)c2c1=O
  IMP-1 inhibitor: -4.4; UBC9 SUMO inh: 19; IDE inh: -2; FID counter: -36; p-CIP stab down: -3; NS3 helicase inh: 2; IDE act: 1; VIM-2 inhibitor: -3.1; PfM18AAP inh: -10

COc1cccc(CNc2ccc(F)c(Cl)c2)c1OC
  IMP-1 inhibitor: -3.2; UBC9 SUMO inh: 7; IDE inh: 2; FID counter: -2; p-CIP stab down: -10; NS3 helicase inh: -3; IDE act: -3; VIM-2 inhibitor: -3.7; PfM18AAP inh: -3
